UHRF1 MBD2 ctr – UHRF1 methylated DNA binding inhibitors, primary screen, counter-screen for MBD2 inhibitor project, biochemical, TR-FRET, human UHRF1, single concentration; inhibition, % at 4.4 µM; hit rate 0.75% among 370,000; UHRF1 binding to methylated oligo; E3 ubiquitin-protein ligase UHRF1 (Homo sapiens), Q96T88; in the data active = inhibition above about 21%;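 note: UHRF1 SRA domain binding a hemimethylated CpG hairpin DNA probe; 0% = median of test compound wells and 100% = reference inhibitor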
ABHD4 inh – ABHD4 inhibitors, primary screen, biochemical, fluorescence polarization, mouse | purified mABHD4, FP-Rh probe fluorescence polarization | inhibition, % at 8.92 µM | hit rate 0.54% among 370,000;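 active = inhibition exceeding the mean over every tested compound plus 3 SD, cut at about 30% in these data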;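 note: 0% = plate median of compound wells and 100% = S159A mutant with DMSO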
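System: mouse ABHD4 enzyme, wild type / Medium: HEPES pH 7.0, NaCl, Pluronic buffer / Reagent: FP-Rh activity-based fluorescent probe / Control set: S159A mutant high control, sample median low control / Detection: fluorescence polarization with parallel and perpendicular emission, 525/598 nm / Schedule: 45 min + 60 min at 25 °C / Compound dosing: 8.92 µM, single dose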
HTRA1 inh – HTRA1 serine protease inhibitors, primary screen, biochemical, fluorescence polarization, HTS. Q92743. recombinant HTRA1, FP-rhodamine activity-based probe. inhibition, % at 5.96 µM. hit rate 0.5% among 340,000. AID 504803, 2011; in the data active = inhibition above about 36%;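 note: 0% = enzyme with DMSO and 100% = wells lacking enzyme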
Target sequence (Q92743 whole entry, looked up): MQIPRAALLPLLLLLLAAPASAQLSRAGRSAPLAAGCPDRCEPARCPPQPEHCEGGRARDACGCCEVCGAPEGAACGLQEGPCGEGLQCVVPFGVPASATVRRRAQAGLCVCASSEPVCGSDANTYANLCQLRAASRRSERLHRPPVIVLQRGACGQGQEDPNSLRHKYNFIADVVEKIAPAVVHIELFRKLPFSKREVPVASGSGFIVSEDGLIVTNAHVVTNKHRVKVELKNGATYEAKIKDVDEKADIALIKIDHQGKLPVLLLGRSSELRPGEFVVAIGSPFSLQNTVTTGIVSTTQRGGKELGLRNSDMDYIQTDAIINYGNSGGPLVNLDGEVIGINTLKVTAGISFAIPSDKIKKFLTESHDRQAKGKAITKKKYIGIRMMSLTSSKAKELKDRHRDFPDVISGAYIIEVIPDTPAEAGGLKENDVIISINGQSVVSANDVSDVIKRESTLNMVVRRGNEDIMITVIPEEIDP
MBD2 DNA inh – inhibitors of MBD2 binding to methylated DNA, primary screen, biochemical, TR-FRET, DNA-binding domain, human. MBD2 binding to methylated oligonucleotide. inhibition, % at 4.4 µM. hit rate 0.31% among 370,000. AID 686964, 2013. Methyl-CpG-binding domain protein 2 (Homo sapiens), Q9UBB5; in the data active = inhibition above about 13%
PRMT1 FP inh – PRMT1 methyltransferase inhibitors, primary screen, biochemical, fluorescence polarization. hit rate 1.3% among 370,000. inhibition, % at 2.79 µM. recombinant PRMT1, activity-based probe fluorescence polarization. Protein arginine N-methyltransferase 1 (Homo sapiens), Q99873. AID 652257, 2013;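 active = inhibition above about 21% made by adding two undisclosed values, limit read from the data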
Target sequence (Q99873 whole entry, looked up): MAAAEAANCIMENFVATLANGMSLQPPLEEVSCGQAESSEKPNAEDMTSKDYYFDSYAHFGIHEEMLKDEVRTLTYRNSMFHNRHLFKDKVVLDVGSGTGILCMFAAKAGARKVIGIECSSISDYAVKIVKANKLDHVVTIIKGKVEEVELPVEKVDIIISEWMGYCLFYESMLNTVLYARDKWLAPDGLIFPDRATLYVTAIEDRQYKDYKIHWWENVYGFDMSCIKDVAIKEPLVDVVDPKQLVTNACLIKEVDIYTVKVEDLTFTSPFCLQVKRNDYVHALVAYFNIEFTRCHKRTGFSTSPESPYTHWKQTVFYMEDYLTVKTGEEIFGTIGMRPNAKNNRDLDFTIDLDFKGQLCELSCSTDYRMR
PG9 binder – binders of HIV-1 gp120 antibody PG9, primary screen, biochemical, TR-FRET. HIV-1 gp120 / PG9 antibody interaction. TR-FRET gp120-PG9 antibody binding. inhibition, % at 6.7 µM. hit rate 0.43% among 360,000; in the data active = inhibition above about 8.5%
NR1D1 modulator – modulators of Rev-erb alpha DNA binding, primary screen, biochemical, FITC-DNA, fluorescence polarization, uHTS | Rev-erbα–FITC-DNA binding, 90 min | activity, % at 10 µM | hit rate 0.79% among 370,000 | Nuclear receptor subfamily 1 group D member 1 (Homo sapiens), P20393;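 active = activity above about 14%, limit read from the data; passing the limit was not always enough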;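 note: 0% = DMSO wells with 35 nM protein and 100% = DMSO wells with 750 nM protein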
LEDGF integ inh – blockers of LEDGF/p75-dependent integrase strand transfer – biochemical, TR-FRET, high throughput, primary screen | hit rate 0.64% among 370,000 | inhibition, % at 3.7 µM | HIV-1 integrase (with human LEDGF/p75) | AID 743269, 2014 | TR-FRET IN-LEDGF/p75 DNA integration, Eu/Cy5;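 active = inhibition above the screen-wide mean plus 3 SD, cut at about 13% in these data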;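 note: signal is the Cy5 over europium emission ratio at 671 and 618 nm; 0% = plate median of compound wells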
TCR CD3 inh – inhibitors of human TCR-CD3 interaction, primary screen, biochemical, fluorescence, TAMRA-labeled TCR probe; inhibition, % at 9.4 µM; hit rate 0.37% among 360,000; AID 651800, 2012; in the data active = inhibition above about 19%;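 note: recombinant mutant TCR 2C K166C tagged with TAMRA read by polarization; 0% = receptor in buffer alone and 100% = receptor with positive control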
rCAG binder – binders of r(CAG) RNA repeats, primary screen, biochemical, fluorescence; r(CAG) RNA repeat, TO-PRO-1 dye displacement fluorescence; inhibition, % at 3 µM; hit rate 1.3% among 370,000;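 active = inhibition above the plate cutoff, the mean of all test compounds on that plate plus 3 SD, cut at about 35% in these data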;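 note: 0% = DMSO alone and 100% = 100 µM mitoxantrone as full dye displacement; higher means more dye released from RNA so lower well fluorescence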
Starred values were filed as active, the others as inactive; · = not tested or not shown. These rows are one share of the data; rates above refer to the full screens.

Sample of the layout:
SMILES | UHRF1 MBD2 ctr | ABHD4 inh | HTRA1 inh | MBD2 DNA inh | PRMT1 FP inh | PG9 binder | NR1D1 modulator | LEDGF integ inh | TCR CD3 inh | rCAG binder
Cc1ccc(S(=O)(=O)N2CCOC2CNC(=O)C(=O)NCc2cccnc2)cc1 (stereo unspecified) | 5 | -4 | 5 | -5 | -4 | -0.6 | 7 | 7 | -3 | 4
CCn1c(C)cc(O)cc1=O | 0 | -2 | 2 | 1 | 3 | 1.9 | -2 | 0 | 2 | 2
COc1ccc(NC(=O)Cn2c(=O)oc3cc(S(=O)(=O)N4CCCC4)ccc32)c(OC)c1 | -1 | 1 | -2 | -5 | 5 | 2.1 | -4 | -1 | -7 | 10
CCOC(=O)C1CCCN(S(=O)(=O)c2cc3c(cc2Br)CCN3C(=O)CC)C1 (stereo unspecified) | 0 | -3 | · | 3 | -2 | · | -3 | 1 | · | 3
Cc1noc(C)c1COC(=O)c1cc(S(=O)(=O)N2CCOCC2)ccc1F | 2 | 0 | 4 | 2 | 0 | -1.7 | 4 | 3 | -4 | -1

Main list, from the first entry:
SMILES | UHRF1 MBD2 ctr | ABHD4 inh | HTRA1 inh | MBD2 DNA inh | PRMT1 FP inh | PG9 binder | NR1D1 modulator | LEDGF integ inh | TCR CD3 inh | rCAG binder
Cc1ccc(S(=O)(=O)N2CCOC2CNC(=O)C(=O)NCc2cccnc2)cc1 (stereo unspecified) | 5 | -4 | 5 | -5 | -4 | -0.6 | 7 | 7 | -3 | 4
CCn1c(C)cc(O)cc1=O | 0 | -2 | 2 | 1 | 3 | 1.9 | -2 | 0 | 2 | 2
COc1ccc(NC(=O)Cn2c(=O)oc3cc(S(=O)(=O)N4CCCC4)ccc32)c(OC)c1 | -1 | 1 | -2 | -5 | 5 | 2.1 | -4 | -1 | -7 | 10
CCOC(=O)C1CCCN(S(=O)(=O)c2cc3c(cc2Br)CCN3C(=O)CC)C1 (stereo unspecified) | 0 | -3 | · | 3 | -2 | · | -3 | 1 | · | 3
Cc1noc(C)c1COC(=O)c1cc(S(=O)(=O)N2CCOCC2)ccc1F | 2 | 0 | 4 | 2 | 0 | -1.7 | 4 | 3 | -4 | -1
COc1ccc(S(=O)(=O)N[C@H]2CC[C@H](CCNC(=O)c3ccccc3F)O[C@@H]2CO)cc1 | 3 | -6 | · | 2 | 7 | -2.3 | 1 | 0 | 6 | 2
Cc1cccc(/C=C/c2nc3ccccc3c(=O)[nH]2)c1 | 1 | 1 | -6 | 0 | 1 | 0.0 | -2 | -1 | 3 | 0
CCOC(=O)C(=O)Cc1nc2ccccc2s1 | 0 | 1 | -1 | 0 | 5 | -4.5 | -2 | 7 | 4 | 2
CN1CCN(c2nc(NCc3ccco3)nc(N)c2[N+](=O)[O-])CC1 | -3 | 1 | 5 | -4 | -3 | -1.2 | -1 | 1 | -1 | -1
CC(=O)c1ccc(Nc2nc(N3CCOCC3)nc(N3CCOCC3)n2)cc1 | 1 | 0 | -6 | -5 | -1 | -1.1 | -4 | 2 | 8 | -1
CC(=O)Nc1c(C(=O)N2CCCCCC2)cnn1-c1ccccc1 | 6 | 3 | -5 | 2 | 2 | -2.4 | -5 | 0 | 3 | 0
COC(=O)Nc1ccc(S(=O)(=O)Nc2ncccn2)cc1 | 1 | 4 | 6 | 2 | -1 | 1.2 | -6 | 2 | 4 | 1
CCC(C)N(C(=O)CSc1ncnc2c1cnn2-c1ccccc1)C1CCS(=O)(=O)C1 (stereo unspecified) | -1 | 1 | -2 | 0 | -1 | 0.1 | -2 | -1 | 2 | 2
O=C(NCc1nnc(SCC(=O)N2CCCC2)o1)c1cccc(C(F)(F)F)c1 | 1 | 3 | 3 | 4 | 4 | 0.1 | 6 | -4 | 0 | -4
Cc1n[nH]c(=S)c2nn(-c3cccc(Cl)c3)c(C)c12 | 0 | 3 | · | -1 | 0 | 5.6 | 2 | -4 | 5 | 2
CC(C)[C@H](NC(=O)c1ccc(C(C)(C)C)cc1)C(=O)Nc1nnc(C2CC2)s1 | 1 | -4 | -15 | 2 | -1 | -1.8 | 1 | -1 | -1 | 0
O=C(CSc1nc(=O)[nH]c2c1CCCC2)Nc1ccc(F)cc1F | 2 | 2 | 0 | 1 | -1 | -0.5 | -1 | 5 | 0 | 0
Cc1ccc(C(=S)N2CCN(Cc3ccccc3)CC2)s1 | -1 | -2 | -8 | 7 | 42* | 1.1 | -2 | -3 | 2 | -8
CCOC(=O)C1CCN(S(=O)(=O)c2ccc3c(c2)N(C)C(=O)CC(=O)N3C)CC1 | -1 | 0 | 3 | -1 | 1 | 0.4 | -5 | 4 | 5 | -1
CCOC(=O)c1sc2ncnc(NCC(c3cccs3)N(C)C)c2c1C (stereo unspecified) | -2 | -4 | -21 | -3 | -1 | 0.2 | 2 | 1 | 5 | 0

Some of these compounds in order of the ABHD4 inh value, low to high:
| Structure | ABHD4 inh |
| --- | --- |
| COc1ccc(S(=O)(=O)N[C@H]2CC[C@H](CCNC(=O)c3ccccc3F)O[C@@H]2CO)cc1 | -6 |
| CC(C)[C@H](NC(=O)c1ccc(C(C)(C)C)cc1)C(=O)Nc1nnc(C2CC2)s1 | -4 |
| CCn1c(C)cc(O)cc1=O | -2 |
| CCC(C)N(C(=O)CSc1ncnc2c1cnn2-c1ccccc1)C1CCS(=O)(=O)C1 (stereo unspecified) | 1 |
| Cc1n[nH]c(=S)c2nn(-c3cccc(Cl)c3)c(C)c12 | 3 |

Next part.
SMILES | UHRF1 MBD2 ctr | ABHD4 inh | HTRA1 inh | MBD2 DNA inh | PRMT1 FP inh | PG9 binder | NR1D1 modulator | LEDGF integ inh | TCR CD3 inh | rCAG binder
CC(=O)Nc1nc(C)c(Oc2ccc(Cl)cc2)c(=O)[nH]1 | 1 | 1 | 5 | -4 | -2 | -1.0 | -3 | 1 | 1 | 0
COc1ccc(Cn2cc(CN3CC(N4CCN(C)CC4)CS3(=O)=O)nn2)cc1 (stereo unspecified) | 20 | 2 | · | 1 | 2 | 0.3 | -11 | -2 | 5 | 1
O=C(N/C(=C/c1ccco1)C(=O)N1CCCCCC1)c1ccccc1 | -4 | 15 | 3 | 1 | 5 | -0.9 | 0 | 3 | -1 | 6
Cc1cccc(-c2nnc(SCC(=O)c3ccc(O)cc3O)n2C)c1 | -1 | 2 | -6 | 1 | 2 | 1.3 | -4 | 2 | -5 | 5
O=C(CCn1c(=O)[nH]c2ccccc2c1=O)NCCSCc1ccccc1 | 15 | 0 | 1 | 0 | 1 | -0.5 | -7 | -3 | 4 | -4
O=S(=O)(c1ccc(N2CCN(Cc3ccccc3)CC2)nc1)N1CCCC1 | -1 | 4 | -2 | -4 | 1 | 0.7 | -5 | -3 | 0 | -6
O=C(NCc1ccc(F)cc1)c1cc(C2CCCN(C(=O)c3ccc4ccccc4c3)C2)on1 (stereo unspecified) | -1 | -4 | · | -4 | 3 | -0.3 | -2 | 1 | 2 | 2
Cc1cc(N2CCOCC2)nc(NCc2ccccc2)n1 | 1 | 0 | -2 | 2 | 7 | 0.2 | 4 | 0 | -1 | -3
Cc1cccc(NC(=O)c2ccc(C3SCC(=O)N3CCc3ccccc3)cc2)c1 (stereo unspecified) | 3 | -23 | -65 | 2 | 4 | 0.4 | 8 | -3 | -3 | 0
COC(=O)c1cc(OC)c(OC)cc1NC(=O)c1cc(-c2ccccc2)nc2ccccc12 | 0 | -3 | 1 | 0 | -2 | -3.3 | 3 | 3 | 7 | 0
C[C@H]1COC(=O)[C@H](CC(=O)OC(C)(C)C)C/C=C\C[C@@H](CC(=O)NCCO)C(=O)N1 | 1 | 1 | -1 | 1 | 2 | -0.4 | 4 | -1 | 1 | -1
CCCN(C)C1CN(Cc2cn(Cc3ccc(C(F)(F)F)cc3)nn2)S(=O)(=O)C1 (stereo unspecified) | 10 | -3 | · | -2 | 4 | -0.8 | -6 | 2 | 4 | -3
CCOC(=O)c1ccc(NC(=O)[C@@H](NC(N)=O)C(C)C)cc1 | -1 | 0 | -4 | -6 | -2 | -2.1 | -4 | -1 | 8 | 1
COc1ccccc1NC(=O)NC1(C(=O)NCC2CCCO2)CCCCC1 (stereo unspecified) | 2 | 1 | 3 | 4 | -5 | 1.6 | -3 | 0 | 1 | -1
COCc1ccc(C(=O)N2CCCC(Nc3ccc(F)c(F)c3)C2)s1 (stereo unspecified) | 1 | -8 | -6 | 2 | 2 | -1.1 | -2 | -5 | 2 | -7
O=C(c1ccc2ccccc2c1)N1CCN(c2ccccc2)CC1 | 3 | -3 | -8 | 4 | -2 | 0.3 | 2 | 5 | 3 | -6
O=C(N/N=C/c1ccncc1)c1ccccc1OCc1ccc(Br)cc1 | -4 | -10 | -20 | -6 | -1 | 0.9 | 3 | 1 | -7 | -6
Cc1ccc2cc(NC(=O)c3ccccc3C)ccc2n1 | -1 | -6 | 0 | 0 | -2 | -2.8 | -7 | 1 | -1 | 1
COc1cccc(OCc2cc(C(=O)N3CCNC(=O)C3Cc3ccccc3)no2)c1 (stereo unspecified) | 0 | -9 | -8 | 2 | 3 | -1.8 | 1 | -7 | -3 | -3
CCN(CC)c1ccc(C(=O)OCC(=O)Nc2sccc2C#N)cc1 | -4 | -4 | -16 | 4 | -3 | 1.9 | -3 | 2 | 2 | 4
C=CCOC(=O)C1=C[C@@H](c2ccc3c(c2)OCO3)C[C@@H](OCc2ccc(CO)cc2)O1 | 4 | 0 | -18 | -5 | 0 | 1.4 | 5 | 0 | 0 | 10
O=C(Nc1ccc(Cl)cc1)OCCn1nnnc1C(c1ccccc1)N1CCOCC1 (stereo unspecified) | 1 | -11 | -7 | -4 | -3 | -1.5 | -4 | 1 | 4 | -2
S=C(NCc1ccco1)N1CCN(c2ccc(Cl)cc2)CC1 | 1 | -8 | 1 | 1 | -1 | -1.7 | -2 | -2 | -5 | 1

Part of the list above, showing only LEDGF integ inh.
mol	LEDGF integ inh
O=C(Nc1ccc(Cl)cc1)OCCn1nnnc1C(c1ccccc1)N1CCOCC1 (stereo unspecified)	1
CCCN(C)C1CN(Cc2cn(Cc3ccc(C(F)(F)F)cc3)nn2)S(=O)(=O)C1 (stereo unspecified)	2

High-throughput results: PubChem, several laboratories
